From PubChem BioAssay
GPR55 activation – GPR55 agonists via beta-arrestin recruitment, primary screen, imaging, U2OS cells, beta-arrestin-GFP redistribution (AID 1961) | U2OS GPR55 beta-arrestin-GFP redistribution imaging; higher % means a stronger effect | one-dose activation, % at 10 µM; EC50 in µM for titrated hits | 290,000 compounds, 0.048% hits;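 active = activation above 40% with more than 50 cells counted in the well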;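 note: U2OS osteosarcoma cells stably expressing GPR55 and beta-arrestin-GFP; plate controls were DMSO negative control for no effect and LPI positive control for full effect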
Hep lipid drop – hepatic lipid droplet formation modulation | AML12 mouse hepatocytes, oleate lipid droplets, BODIPY imaging | inhibition, % at 6.5 µM | 240,000 compounds, 0.4% hits;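 active = lipid droplet intensity inhibited by at least 50%, with more than 500 cells counted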
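Technique: fluorescence imaging, 20x objective, two fields per well / Assay system: AML12 hepatocytes (mouse) / Measure: % inhibition of lipid droplet signal / Doses: 6.5 µM single-point dosing / Incubation: overnight exposure / Reagent: 100 µM oleic acid challenge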
NTR1 agonist – NTR1-driven beta-arrestin-GFP spot formation – imaging, U2OS cells, high content, primary screen (AID 493036); 330,000 compounds, 0.17% hits; agonist mode; activation, % at 20 µM; P30989;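 active = activation at or above 40% of the spot to cytoplasm intensity ratio, with at least 20 cells analyzed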;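 note: 0% = DMSO without peptide and 100% = 100 nM NTR1 peptide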
Target sequence (P30989 whole entry, looked up): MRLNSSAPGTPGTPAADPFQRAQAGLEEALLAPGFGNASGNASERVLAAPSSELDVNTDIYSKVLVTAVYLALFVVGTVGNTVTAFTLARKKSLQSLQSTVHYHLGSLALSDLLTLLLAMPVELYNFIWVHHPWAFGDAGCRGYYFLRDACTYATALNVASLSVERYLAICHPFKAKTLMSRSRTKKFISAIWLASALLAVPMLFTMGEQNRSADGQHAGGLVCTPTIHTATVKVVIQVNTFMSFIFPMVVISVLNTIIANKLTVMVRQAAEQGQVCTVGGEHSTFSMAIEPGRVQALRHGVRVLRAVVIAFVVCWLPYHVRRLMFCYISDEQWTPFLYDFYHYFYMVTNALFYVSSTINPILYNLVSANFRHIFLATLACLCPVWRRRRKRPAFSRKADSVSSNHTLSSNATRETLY
GPR55 antagonists – inhibition of LPI-stimulated GPR55 beta-arrestin translocation – imaging, U2OS, beta-arrestin-GFP, LPI agonist, primary screen (AID 2013); U2OS GPR55 beta-arrestin-GFP translocation imaging, LPI antagonism; higher % means a stronger effect; inhibition, % at 10 µM, or IC50 in µM where a hit was titrated; 290,000 compounds, 0.13% hits;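 active = spots per cell inhibited over 60%, with over 100 cells counted and total cytoplasm intensity under 500,000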;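 note: U2OS cells stably carrying GPR55 and arrestin-GFP stimulated by 5 µM LPI near EC80; imaged beta-arrestin-GFP aggregate spots per cell after agonist stimulation; plate controls were LPI-stimulated DMSO wells for no effect and DMSO wells without LPI for full effect; some results filed as inactive read as strong as hits; confirmed hits need IC50 under 10 µM and bright autofluorescent wells are also inconclusive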
Large T inhibition – TAg ATPase/helicase activity blockers – biochemical (AID 1903); inhibition, % at 20 µM, or IC50 in µM where a hit was titrated; SV40 large T antigen ATPase/helicase inhibition assay; higher % means a stronger effect; 310,000 compounds, 0.39% hits; in the data active = a potency from the dose series; note: strong numbers were not always called active
GPR35 arrestin U2OS – inhibition of zaprinast-stimulated GPR35 beta-arrestin translocation – imaging, U2OS, beta-arrestin-GFP, zaprinast agonist, primary screen (AID 2058); U2OS GPR35 beta-arrestin-GFP translocation imaging, zaprinast antagonism; higher % means a stronger effect; one-dose inhibition, % at 10 µM; IC50 in µM for titrated hits; 290,000 compounds, 0.052% hits;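 active = inhibition of at least 50% with at least 30 cells and total cytoplasm GFP at most 10,000,000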
Rac1 GTP hydrolysis – MgcRacGAP GTPase-activating activity inhibitors, confirmation, biochemical, ADP Hunter fluorescence; AID 624330; 340,000 compounds, 0.6% hits; inhibition, % at 30 µM, or IC50 in µM where a hit was titrated; MgcRacGAP-stimulated Rac1 GTP hydrolysis, ADP Hunter fluorescence; higher % means a stronger effect; GST-tagged Rac1 F28L mutant substrate;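 active = first-screen hits whose inhibition reached a set limit at any dose in the follow-up dose series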;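 note: fluorescence reports GDP produced by GAP-driven GTP hydrolysis; strong numbers were not always called active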
LYP phosphatase – inhibitors of LYP phosphatase, biochemical, fluorescence intensity, uHTS (AID 1779); recombinant LYP phosphatase, fluorescence intensity; higher % means a stronger effect; inhibition, % at 11.5 µM; hits with a dose series show IC50 in µM; 290,000 compounds, 0.054% hits; in the data active = inhibition above about 50%;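 note: plate controls were vehicle with enzyme for no effect and no enzyme for full effect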
T cell HTS – T cell immune modulators affecting CD8 T cell-vesicle binding. calls only at 7 µM. 2C CD8+ T cell-vesicle binding, flow cytometry; stronger effect = lower value. 330,000 compounds, 0.068% hits;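 active = response, share of CD8 T cells binding vesicles, and their 90th percentile fluorescence all below set limits, cut at about 80% in these data, passing the limit was not always enough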
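incubation = binding step 1.5 h, 37 °C, antibody labelling 20 min, ice | test system = 2C mouse CD8+ T cells | read-out basis = percent CD8+ FL2 mean versus row control | controls = Peptide-free naked vesicles (low) and QL9 vesicles with 0.7% DMSO vehicle (high) | detection = flow cytometry of vesicle-bound cells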
Hep lipid drop cells 6.5 µM – further read-out of Hep lipid drop, marked with its call; cell count; measured here: cell count, cytotoxicity flag;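 cells counted across two imaged fields per well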
T cell HTS vesicle-bound % – recorded beside T cell HTS, whose call it bears; double positive events, %; measured here: CD8+ vesicle-bound cell fraction;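 binding gate set so that unloaded-vesicle control wells show 10% double positive cells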
NTR1 agonist cell count 20 µM – further read-out of NTR1 agonist, marked with its call; cell count; measured here: cell count, cytotoxicity flag
Numbers without * were called inactive.

What do the screens show for `CC(C)[C@H](NC(=O)N1CC(=O)Nc2ccccc21)C(=O)N1CCC[C@H]1C(=O)O`?
GPR55 activation: 0.6%; NTR1 agonist: -0.3; GPR55 antagonists: -8%; GPR35 arrestin U2OS: 2%; Rac1 GTP hydrolysis: 1%; LYP phosphatase: -13%; T cell HTS: inactive; T cell HTS vesicle-bound %: 46; NTR1 agonist cell count 20 µM: 94

How did O=C(c1ccc2ccccc2c1)N1CCN(c2ccc(C(F)(F)F)cn2)CC1 do in these assays?
GPR55 activation: -0.1%; Hep lipid drop: -6; NTR1 agonist: 4.4; GPR55 antagonists: 14%; Large T inhibition: 16%; GPR35 arrestin U2OS: -1%; Rac1 GTP hydrolysis: 17%; LYP phosphatase: -1%; T cell HTS: inactive; Hep lipid drop cells 6.5 µM: 700; T cell HTS vesicle-bound %: 35; NTR1 agonist cell count 20 µM: 39

How did CCOc1cc(N2CCOCC2)c(OCC)cc1NC(=O)COC(=O)CCOc1ccc(C(C)(C)C)cc1 do in these assays?
NTR1 agonist: 6.1; Large T inhibition: 19%; Rac1 GTP hydrolysis: 3%; T cell HTS: inactive; T cell HTS vesicle-bound %: 40; NTR1 agonist cell count 20 µM: 80

Results for O=C(O)c1cc2cc(Cl)cc(Cl)c2oc1=O ?
GPR55 activation: -0.1%; NTR1 agonist: 0.0; GPR55 antagonists: -5%; Large T inhibition: 18%; GPR35 arrestin U2OS: -2%; Rac1 GTP hydrolysis: 4%; LYP phosphatase: -8%; T cell HTS: inactive; T cell HTS vesicle-bound %: 22; NTR1 agonist cell count 20 µM: 46

Results for Cc1ccc2oc(C(=O)N(C)CCC(O)c3ccccc3)c(C)c2c1 (centres undefined) ?
GPR55 activation: 0.7%; Hep lipid drop: -1; NTR1 agonist: -0.1; GPR55 antagonists: 1%; Large T inhibition: 27%; GPR35 arrestin U2OS: -3%; Rac1 GTP hydrolysis: 17%; LYP phosphatase: -9%; T cell HTS: inactive; Hep lipid drop cells 6.5 µM: 807; T cell HTS vesicle-bound %: 60; NTR1 agonist cell count 20 µM: 57

What do the screens show for `Cc1ccc(C(=O)N2CCCC2)cc1S(=O)(=O)N1CCOCC1`?
GPR55 activation: 0.3%; Hep lipid drop: 12; NTR1 agonist: -0.8; GPR55 antagonists: -4%; Large T inhibition: 3%; GPR35 arrestin U2OS: -3%; Rac1 GTP hydrolysis: 9%; LYP phosphatase: -10%; T cell HTS: inactive; Hep lipid drop cells 6.5 µM: 857; T cell HTS vesicle-bound %: 62; NTR1 agonist cell count 20 µM: 74

Results for COc1ccc(N2CCN(C(=O)c3ccc(NS(=O)(=O)c4ccccc4)cc3)CC2)cc1 ?
GPR55 activation: 0.2%; Hep lipid drop: -4; NTR1 agonist: -0.5; GPR55 antagonists: -13%; Large T inhibition: 12%; GPR35 arrestin U2OS: -18%; Rac1 GTP hydrolysis: 1%; LYP phosphatase: -6%; T cell HTS: inactive; Hep lipid drop cells 6.5 µM: 737; T cell HTS vesicle-bound %: 58; NTR1 agonist cell count 20 µM: 64

What do the screens show for `N#Cc1c(N(CCO)CCO)nc(N)c2c(N)nc3c(c12)CC(=O)N3CC1CCCO1` (centres undefined)?
GPR55 activation: -0.1%; Hep lipid drop: -5; NTR1 agonist: 0.4; GPR55 antagonists: 6%; Large T inhibition: 2%; GPR35 arrestin U2OS: -1%; Rac1 GTP hydrolysis: 9%; LYP phosphatase: -9%; T cell HTS: inactive; Hep lipid drop cells 6.5 µM: 671; T cell HTS vesicle-bound %: 39; NTR1 agonist cell count 20 µM: 52

What do the screens show for `Cc1ccc(C2C(C#N)=C(N)OC3=C2C(=O)CC(C)(C)C3)s1` (centres undefined)?
GPR55 activation: -0.1%; Hep lipid drop: 10; NTR1 agonist: -0.2; GPR55 antagonists: 5%; Large T inhibition: 23%; GPR35 arrestin U2OS: -1%; Rac1 GTP hydrolysis: 5%; LYP phosphatase: -4%; T cell HTS: inactive; Hep lipid drop cells 6.5 µM: 628; T cell HTS vesicle-bound %: 18; NTR1 agonist cell count 20 µM: 55

Results for CC(=O)N1CCN(c2nc(N)c(C#N)c(CC#N)c2C#N)CC1 ?
GPR55 activation: -0.2%; Hep lipid drop: 2; NTR1 agonist: 0.1; GPR55 antagonists: 14%; Large T inhibition: 13%; GPR35 arrestin U2OS: 3%; Rac1 GTP hydrolysis: 9%; LYP phosphatase: 3%; T cell HTS: inactive; Hep lipid drop cells 6.5 µM: 746; T cell HTS vesicle-bound %: 30; NTR1 agonist cell count 20 µM: 70

What do the screens show for `Cc1cc(NCc2ccco2)n2ncnc2n1`?
GPR55 activation: 1.0%; Hep lipid drop: 18; NTR1 agonist: 4.4; GPR55 antagonists: 21%; Large T inhibition: 13%; GPR35 arrestin U2OS: 10%; Rac1 GTP hydrolysis: 5%; LYP phosphatase: -11%; T cell HTS: inactive; Hep lipid drop cells 6.5 µM: 712; T cell HTS vesicle-bound %: 25; NTR1 agonist cell count 20 µM: 70

How did CCOC(=O)c1noc(C)c1C(=O)Nc1nc(C)cc(C)n1 do in these assays?
GPR55 activation: 0.5%; Hep lipid drop: -1; NTR1 agonist: 0.4; GPR55 antagonists: -10%; Large T inhibition: 5%; GPR35 arrestin U2OS: 5%; Rac1 GTP hydrolysis: 4%; LYP phosphatase: -2%; T cell HTS: inactive; Hep lipid drop cells 6.5 µM: 648; T cell HTS vesicle-bound %: 25; NTR1 agonist cell count 20 µM: 50

Results for O=c1c(Cc2c(F)cccc2Cl)c(O)ccn1C1CC1 ?
GPR55 activation: -0.1%; Hep lipid drop: 6; NTR1 agonist: -0.4; GPR55 antagonists: -5%; Large T inhibition: 4%; GPR35 arrestin U2OS: -7%; Rac1 GTP hydrolysis: 6%; LYP phosphatase: -4%; T cell HTS: inactive; Hep lipid drop cells 6.5 µM: 711; T cell HTS vesicle-bound %: 24; NTR1 agonist cell count 20 µM: 35

Results for CN(CCC#N)C(=O)COC(=O)c1ccccc1OCc1ccccc1Cl ?
GPR55 activation: 0.6%; Hep lipid drop: -1; NTR1 agonist: 0.3; GPR55 antagonists: 10%; Large T inhibition: -4%; GPR35 arrestin U2OS: -2%; Rac1 GTP hydrolysis: 11%; LYP phosphatase: -3%; T cell HTS: inactive; Hep lipid drop cells 6.5 µM: 676; T cell HTS vesicle-bound %: 45; NTR1 agonist cell count 20 µM: 31

How did COc1cc(OC)cc(C(=O)NCc2n[nH]c(=S)n2-c2ccccc2)c1 do in these assays?
GPR55 activation: 0.0%; NTR1 agonist: 2.0; GPR55 antagonists: -7%; Large T inhibition: 8%; GPR35 arrestin U2OS: 3%; Rac1 GTP hydrolysis: 5%; LYP phosphatase: -9%; T cell HTS: inactive; T cell HTS vesicle-bound %: 13; NTR1 agonist cell count 20 µM: 47

Results for CC(=O)NCCC(=O)Nc1cc(F)ccc1C ?
GPR55 activation: 0.2%; Hep lipid drop: 18; NTR1 agonist: -1.3; GPR55 antagonists: -1%; Large T inhibition: 2%; GPR35 arrestin U2OS: 9%; Rac1 GTP hydrolysis: 5%; LYP phosphatase: -1%; T cell HTS: inactive; Hep lipid drop cells 6.5 µM: 748; T cell HTS vesicle-bound %: 52; NTR1 agonist cell count 20 µM: 48

How did CC(=O)OC1COC(N2CCc3ccccc32)C(OC(C)=O)C1OC(C)=O (centres undefined) do in these assays?
GPR55 activation: -0.3%; Hep lipid drop: -1; NTR1 agonist: 0.8; GPR55 antagonists: -5%; Large T inhibition: 0%; GPR35 arrestin U2OS: 2%; Rac1 GTP hydrolysis: 2%; LYP phosphatase: -2%; T cell HTS: inactive; Hep lipid drop cells 6.5 µM: 688; T cell HTS vesicle-bound %: 53; NTR1 agonist cell count 20 µM: 39

Results for O=C(C1=C[C@@H](C2CC2)C[C@@H](OCc2ccc(CO)cc2)O1)N1CCN(Cc2ccccc2)CC1 ?
GPR55 activation: 0.5%; Hep lipid drop: -20; NTR1 agonist: 1.7; GPR55 antagonists: 11%; Large T inhibition: 15%; GPR35 arrestin U2OS: -1%; Rac1 GTP hydrolysis: 1%; LYP phosphatase: -1%; T cell HTS: inactive; Hep lipid drop cells 6.5 µM: 678; T cell HTS vesicle-bound %: 32; NTR1 agonist cell count 20 µM: 84

What do the screens show for `CC(C)CCN1CC(C(=O)NCc2ccc(F)cc2)CC1=O` (centres undefined)?
GPR55 activation: -0.1%; Hep lipid drop: 0; NTR1 agonist: -0.4; GPR55 antagonists: 5%; Large T inhibition: 13%; GPR35 arrestin U2OS: -1%; Rac1 GTP hydrolysis: 11%; LYP phosphatase: -8%; T cell HTS: inactive; Hep lipid drop cells 6.5 µM: 725; T cell HTS vesicle-bound %: 17; NTR1 agonist cell count 20 µM: 63

What do the screens show for `CCOc1ccc(N(CC(=O)Nc2ccccc2Cl)S(C)(=O)=O)cc1`?
GPR55 activation: -0.1%; Hep lipid drop: 4; NTR1 agonist: 2.5; GPR55 antagonists: -3%; Large T inhibition: -12%; GPR35 arrestin U2OS: 17%; Rac1 GTP hydrolysis: -5%; LYP phosphatase: -5%; T cell HTS: inactive; Hep lipid drop cells 6.5 µM: 857; T cell HTS vesicle-bound %: 46; NTR1 agonist cell count 20 µM: 62

What do the screens show for `CCc1c(C)nc(SCC(=O)N2C(C)CCCC2C)[nH]c1=O` (centres undefined)?
GPR55 activation: -0.5%; Hep lipid drop: 16; NTR1 agonist: 1.1; GPR55 antagonists: -1%; Large T inhibition: 7%; GPR35 arrestin U2OS: -6%; LYP phosphatase: 0%; T cell HTS: inactive; Hep lipid drop cells 6.5 µM: 720; T cell HTS vesicle-bound %: 26; NTR1 agonist cell count 20 µM: 21
